Screening data: PubChem BioAssay, Sanford-Burnham Center for Chemical Genomics
PfGluPho inh: PfG6PD enzyme inhibitors, primary screen, biochemical, fluorescence intensity, uHTS. glucose-6-phosphate dehydrogenase-6-phosphogluconolactonase (Plasmodium falciparum 3D7). PfGluPho enzyme, NADPH resazurin-diaphorase fluorescence. inhibition, % at 20 µM. 350,000 tested, 0.78% active. AID 504690, 2011;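 active = inhibition reaching at least a set limit at 20 µM in the primary screen, cut at about 59% in these data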;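 note: 0% = DMSO wells with substrate and 100% = DMSO wells lacking glucose-6-phosphate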
NR3A LBD binder: binders of NR3A ligand-binding domain, primary screen, biophysical, differential scanning fluorimetry, uHTS; Glutamate receptor ionotropic, NMDA 3A (GRIN3A) ligand-binding domain; NR3A LBD differential scanning fluorimetry, Tm shift; 0% = protein alone, 100% = glycine-bound protein; 340,000 tested, 2.5% active; Tm shift relative to glycine control, % at 25 µM;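 active = melting temperature shift of at least 10% of the positive control shift, at one fixed dose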
SENP1 inh: human SENP1 catalytic domain inhibitors, primary screen, biochemical, FRET, uHTS; Sentrin-specific protease 1 (Homo sapiens), Q9P0U3; recombinant SENP1 catalytic domain, CyPet-SUMO1-YPet FRET cleavage; 360,000 tested, 0.21% active; inhibition, % at 10 µM;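 active = inhibition at least 30% at 10 µM, raw YFP signal under a set limit, fluorescence ratio 0.5 to 1.5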;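 note: 0% = enzyme with DMSO and 100% = no enzyme wells; some results filed as inactive read as strong as hits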
Target sequence (Q9P0U3 419-644 limits assumed): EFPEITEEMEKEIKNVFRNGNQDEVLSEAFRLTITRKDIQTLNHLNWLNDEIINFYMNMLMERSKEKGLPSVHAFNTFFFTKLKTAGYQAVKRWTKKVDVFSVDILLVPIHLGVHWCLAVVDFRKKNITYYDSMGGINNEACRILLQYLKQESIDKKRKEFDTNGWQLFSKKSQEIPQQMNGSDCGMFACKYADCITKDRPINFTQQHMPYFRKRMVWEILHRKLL
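System: Recombinant human SENP1 catalytic domain, His6-tagged | Incubation: Enzyme reaction for 50 min at room temperature, dark | Medium: Tris pH 8 with BME, BSA, NP40 and catalase | Also added: 25 nM SUMO1 FRET substrate | Compound: 10 µM single point, 0.5% DMSO | Measured by: FRET fluorescence in CFP and YFP emission channels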
ATG4B inhibitor: ATG4B protease inhibitors, primary screen, biochemical, fluorescence, uHTS; ATG4B cleavage of LC3-PLA2, NBD-HPC fluorescence, 1 h; inhibition, % at 8.33 µM; 340,000 tested, 0.51% active; AID 504462, 2011; in the data active = inhibition above about 40%
hIAP act: human IAP activators, primary screen, biochemical, luminescence, uHTS; purified human IAP, CDP-Star luminescence, 30 min; hits give high values; 1 = vehicle-only enzyme, 0 = enzyme-free background; Intestinal-type alkaline phosphatase (Homo sapiens), P09923; AID 2524, 2010; activation factor at 10 µM; 330,000 tested, 0.16% active;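 active = activation factor of the enzyme at least 2-fold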; note: the source names both 10 and 20 µM as test concentration; values of inactives mirror those of a sister screen read the other way
SENP6 inh: SENP6 protease inhibitors, primary screen, biochemical, luminescence, uHTS; Sentrin-specific protease 6 (Homo sapiens), Q9GZR1; Recombinant SENP6 catalytic domain, aminoluciferin luminescence; inhibition, % at 10 µM; 330,000 tested, 1.8% active; AID 2599, 2010;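 active = inhibition above about 50% at the single tested dose, limit read from the data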;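 note: plate controls were DMSO wells with enzyme for no effect and DMSO wells lacking enzyme for full effect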
Target sequence (Q9GZR1 628-1112 limits assumed): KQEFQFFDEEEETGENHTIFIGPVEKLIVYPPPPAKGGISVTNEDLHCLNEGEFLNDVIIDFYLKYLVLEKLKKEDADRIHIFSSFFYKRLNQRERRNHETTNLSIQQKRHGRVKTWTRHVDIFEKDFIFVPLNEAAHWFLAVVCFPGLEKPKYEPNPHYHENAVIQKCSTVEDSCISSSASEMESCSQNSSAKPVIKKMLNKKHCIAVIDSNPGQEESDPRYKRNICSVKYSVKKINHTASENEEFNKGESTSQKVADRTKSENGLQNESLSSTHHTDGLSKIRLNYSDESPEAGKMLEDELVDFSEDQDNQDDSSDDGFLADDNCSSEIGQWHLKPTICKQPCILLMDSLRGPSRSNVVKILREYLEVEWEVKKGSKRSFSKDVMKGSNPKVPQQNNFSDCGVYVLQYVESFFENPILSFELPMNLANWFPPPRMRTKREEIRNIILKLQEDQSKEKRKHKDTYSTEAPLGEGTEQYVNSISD
SENP8 inh: human SENP8 protease inhibitors, primary screen, biochemical, fluorescence, Nedd8 protein substrate, uHTS; Sentrin-specific protease 8 (Homo sapiens), Q96LD8; recombinant SENP8; inhibition, % at 20 µM; 360,000 tested, 0.64% active; in the data active = inhibition mostly above about 40%, no sharp cut-off; inactive = mostly below about 27%
Target sequence (Q96LD8 whole entry, looked up): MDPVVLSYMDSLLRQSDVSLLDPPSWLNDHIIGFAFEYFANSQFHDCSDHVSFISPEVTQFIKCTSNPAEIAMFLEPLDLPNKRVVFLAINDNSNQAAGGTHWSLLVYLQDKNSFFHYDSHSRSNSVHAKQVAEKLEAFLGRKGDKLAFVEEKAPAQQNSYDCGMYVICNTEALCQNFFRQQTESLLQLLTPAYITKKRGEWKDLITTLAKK
MPTP inh: mitochondrial permeability transition pore inhibitors, primary screen, biochemical, isolated mouse mitochondria, absorbance; inhibition, % at 10 µM; Ca2+ swelling absorbance, 30 min; 360,000 tested, 1.4% active;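 active = inhibition of 50% or more, scaled per plate between neutral and stimulator controls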;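 note: 0% = DMSO wells given calcium and 100% = 1 mM EGTA wells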
An asterisk follows results filed as active; nt = not tested or not shown. Rows were taken by chance; overall some 6.7% were active at least once.

SMILES	PfGluPho inh	NR3A LBD binder	SENP1 inh	ATG4B inhibitor	hIAP act	SENP6 inh	SENP8 inh	MPTP inh
Cc1ccc(/C=N\NC(=O)C2COc3cc4ccccc4cc3O2)o1 (stereo not drawn)	1.4	-3.5	0.7	4.3	1.03	-30.0	12.5	0.5
CCOC(=O)c1ccc2nc(NC(=O)c3cccs3)sc2c1	-20.1	42.4*	-0.2	2.8	1.16	56.3*	-446.4	1.8
Cn1ncc(Br)c1NC(=O)Nc1ccccc1	-5.1	-1.0	1.0	-6.4	1.01	12.5	16.7	0.7
COC(=O)C1C2C=CC3(CN(Cc4cccs4)C(=O)C13)O2 (stereo not drawn)	-11.5	-1.4	3.0	-5.2	1.03	1.4	15.3	-0.2
Cc1cc(C)n(-c2nnc(C)n2NS(C)(=O)=O)n1	3.0	1.9	0.5	-0.7	1.18	14.4	27.2	-0.8
Cc1cc(C)n(CCNc2nc3nonc3nc2N2CCCCC2)n1	3.3	-0.7	-0.1	11.9	1	-12.8	23.0	2.9
N#CCCN1CCN(C(=S)c2ccc(-c3ccc(Cl)cc3)o2)CC1	5.3	-3.1	-7.7	-10.8	1.14	-4.8	6.7	6.0
CCc1nnc2c(NCCc3ccccc3)nc3ccccc3n12	7.1	-0.2	-0.3	-0.1	1.04	-8.4	0.1	0.4
CSc1cc(C)n(-c2ccc(Cl)cc2)c(=S)c1C(C)=O	3.8	1.8	2.2	2.9	1.3	9.8	41.9*	-4.9
CN1/C(=C\C(=O)c2cccc(S(=O)(=O)N3CCCCC3)c2)C(C)(C)c2ccccc21	22.0	-1.4	-27.5	3.4	1.12	-2.8	-90.3	2.4
O=C(C[C@H]1C/C=C\CC[C@H](Cc2ccc(F)cc2)C(=O)OC[C@@H](Cc2c[nH]c3ccccc23)NC1=O)NCCO	16.7	-2.5	1.7	-6.3	0.902	12.3	11.6	-0.2
CCn1c(SCC(=O)NC2CC2)nnc1-c1ccc(C)cc1	7.3	-1.1	0.3	-6.5	0.748	-4.9	-12.9	-1.6
O=C(NCc1cccc(Cl)c1)c1ccc2c(c1)SC1=NS(=O)(=O)CCN12	9.3	-1.3	-4.9	-5.3	1.32	-2.3	4.4	0.8
O=C(C[C@@H]1C/C=C/CC[C@@H](Cc2ccc(F)cc2)C(=O)OC[C@H](Cc2ccccc2)NC1=O)N[C@H](CO)Cc1ccccc1	-4.1	-0.8	-1.0	3.9	0.984	8.1	17.4	0.5
O=C(O)CC/C(=N/Nc1ncc(C(F)(F)F)cc1Cl)C(=O)O	-0.8	-4.0	2.2	-1.4	0.827	-4.8	7.0	0.4
Cc1ccc(S(=O)(=O)c2nc(S(C)(=O)=O)sc2N(C)C)cc1	-7.9	1.5	2.5	-14.9	1.06	12.4	4.7	-1.1
CN(C)c1ccc(NC(=O)c2ccc3nc[nH]c3c2)cc1	8.4	7.4	1.5	2.3	1.1	25.0	10.9	-0.1
O=C(CNc1ccccc1-c1ccccc1)NCc1ccccc1	5.7	-0.1	2.4	5.2	1.23	-21.1	-50.6	3.2
CC1(C)O[C@@H]2C[C@H]3[C@@H]4CCC5=CC(=O)C=C[C@]5(C)[C@@]4(F)[C@@H](O)C[C@]3(C)[C@]2(C(=O)CO)O1	13.1	1.8	2.0	6.6	1.05	-15.9	12.0	-0.9
O=C(CC1CCCCC1)Nc1ccccc1-c1ccccc1	-5.7	0.3	0.5	39.7	0.876	-9.4	17.4	2.2
Cc1ccc(C(=O)Oc2cc(-c3ccccc3)no2)cc1	-13.3	0.5	0.7	-9.2	0.911	0.8	3.2	-0.3
Cn1c(=O)[nH]c(=O)c2c1nc(N(CCO)Cc1ccccc1)n2CCCc1ccccc1	13.9	-1.4	0.2	-0.8	0.95	2.1	15.6	-2.3
Nc1cc(C(F)(F)F)cc2c1SCC(=O)N2	-13.0	-4.1	1.8	8.0	0.903	-2.2	12.8	-0.2
COc1cc(C(=O)OC2CCCCC2=O)cc(OC)c1C (stereo not drawn)	14.8	0.1	-1.2	4.4	0.917	4.4	-20.2	2.3
COc1cccc(CN(C)C[C@@H]2OCc3cnnn3CCCC(=O)N([C@@H](C)CO)C[C@H]2C)c1	-15.1	nt	0.1	nt	nt	nt	0.6	0.8
O=C1C2C(C(=O)N1CC1CCCO1)C1C=CC2C12CC2 (stereo not drawn)	8.7	0.4	-1.5	-1.8	1.09	-8.5	6.6	-4.0
N#CC(C(=O)NCCc1ccccc1)c1nc2ccccc2nc1N1CCCCC1 (stereo not drawn)	0.8	-0.1	5.2	-0.1	0.722	5.0	-210.9	7.2
Cc1nc(NC(=O)COC(=O)CCc2ccccc2)c(Cl)cc1Cl	-12.6	1.2	-1.8	12.4	0.838	9.0	-22.2	-0.1
COc1ccc(OC)c(NC(=O)C(Sc2ccccc2)c2ccccc2)c1 (stereo not drawn)	37.0	-4.8	0.0	3.2	1.03	-10.4	18.7	-1.9
CCn1nnnc1NCc1ccc(OCc2c(F)cccc2Cl)c(OC)c1	-15.3	0.4	0.2	0.2	1.07	10.8	17.4	3.4
O=C(COc1ccc(Cl)cc1)OCC(=O)c1ccc[nH]1	14.8	-1.2	2.4	-0.2	1.09	-17.8	6.3	-0.5
O=C(CCCN1CCC(O)(c2cccc(C(F)(F)F)c2)CC1)c1ccc(F)cc1	-18.2	0.0	1.7	-0.4	0.854	-10.1	16.4	4.0
Nn1c(-c2ccc(F)cc2)nc2ccccc2c1=O	-8.4	-2.2	2.0	0.3	0.89	-37.6	21.1	-0.7
CCCN=C1N(C)C[C@@H]2[C@@H]3C(=O)N(Cc4ccccc4)C(=O)[C@@H]3[C@](CC)(C(=O)OC)N12	-4.6	0.7	2.4	1.6	nt	nt	5.3	1.7
CCC1=C(OC(=O)N(CC)CC)N2C(=O)OC(=NCC(=O)OC)[C@]2(Cc2ccccc2)[C@H]2C1=CC[C@H]1C(=O)N(CC(=O)OC)C(=O)[C@H]12	2.8	-1.8	9.5	-20.1	1.01	-21.6	23.1	0.2
C[C@@H]1CN([C@@H](C)CO)C(=O)Cc2cc(NS(=O)(=O)c3ccccc3)ccc2O[C@H]1CN(C)Cc1ccncc1	1.1	-0.2	-0.5	-11.1	0.936	-7.1	23.5	-0.7
CCOCCCNC(=S)NC1CC2CCC(C1)N2Cc1ccccc1 (stereo not drawn)	3.7	-0.8	1.9	-1.7	1.01	-13.4	10.2	-1.8
O=C(Nc1ncc([N+](=O)[O-])s1)c1ccc2c(c1)OCO2	125.9*	-0.2	-63.0	-7.0	0.817	95.6*	19.3	30.3
O=C(NNC(=S)NCc1ccc(Cl)cc1)c1cccnc1	5.7	2.1	1.7	-10.1	1.85	8.2	10.0	-1.9
O=C(NC1(C(F)(F)F)NC(=O)N(Cc2ccccc2)C1=O)c1cccs1 (stereo not drawn)	-15.6	0.9	0.0	-8.6	1.61	6.6	21.0	3.1
Cc1oc2c(C)c3oc(=O)c(CCC(=O)NCCCn4ccnc4)c(C)c3cc2c1C	13.7	-1.9	-11.3	-28.1	1.07	10.2	-204.7	0.3
Cn1c(O)c(N=NC(=O)CNC(=O)c2ccccc2)c2cc(Br)ccc21	-3.9	4.4	1.2	-2.4	0.924	-23.7	20.8	0.3
COc1ccccc1C(=O)NC(=O)Nc1c(C)cc(C)cc1C	3.8	0.6	1.3	-1.0	0.867	-0.7	11.2	-0.3
Nc1nnc(SCCN2C(=O)c3ccccc3S2(=O)=O)s1	-6.3	1.5	1.4	-1.4	1.03	8.7	10.0	-0.1
CCN(CC)S(=O)(=O)c1ccc2c(c1)c(=O)c(C(=O)NCCc1ccc(OC)c(OC)c1)cn2C	5.5	-1.1	0.6	-1.1	1.09	-28.5	2.5	0.2
Cc1ccc(C)c(Nc2c([N+](=O)[O-])ccc3nonc23)c1	-15.3	2.5	4.3	3.5	0.706	-11.9	44.9*	0.7
O=C(COC(=O)[C@@H]1CC(O)CN1S(=O)(=O)c1ccccc1[N+](=O)[O-])Nc1ccc2ccccc2c1 (stereo partly drawn)	5.8	-7.0	1.2	-34.9	0.907	-4.5	20.1	2.7
Cc1cnc(C(=O)OCC(=O)N2CC(C)CC(C)C2)cn1 (stereo not drawn)	1.0	1.1	0.5	2.4	1.11	11.2	-3.2	0.0
Cc1noc(C)c1COc1ccccc1C(=O)N(C)Cc1ccc(F)cc1	13.8	0.4	-0.8	3.3	1.05	3.6	13.5	-2.3
CCO[C@@H]1OC(C(=O)N2CCOCC2)=C[C@H](c2ccc(C(F)(F)F)cc2)[C@H]1CCCO	-7.9	-0.6	2.6	9.6	0.946	-7.3	23.1	-0.3
C=CCn1c(SCC(=O)Nc2cc(C)on2)nnc1C1COc2ccccc2O1 (stereo not drawn)	3.3	-1.4	1.1	-7.9	1.14	-16.0	-5.7	-2.4
CSc1cccc(CNC(=O)C2CCC(=O)N(CCc3ccccc3)C2)c1 (stereo not drawn)	-10.0	nt	-1.7	nt	nt	nt	-4.6	3.1
Oc1ccc(-c2nccc(-c3ccccn3)n2)cc1	5.8	-0.3	1.9	1.9	1.22	-7.0	9.8	-1.2
CC1CN(C(=O)c2ccc(NS(=O)(=O)c3ccc(C(C)(C)C)cc3)cc2)CC(C)O1 (stereo not drawn)	-11.5	0.6	3.9	3.9	1.12	-12.7	7.2	1.8
C=CCOC(=O)C1=C[C@@H](c2ccccc2)C[C@@H](OCc2ccc(CO)cc2)O1	-2.1	1.1	0.4	5.2	0.908	-3.6	9.6	1.3
CCOc1ccc(C(=O)Nc2nnn(CC)n2)cc1	10.1	-1.2	-1.6	-0.3	0.871	-35.8	17.6	-0.8
COc1cc(C2/C(=C(\O)c3ccc4c(c3)CC(C)O4)C(=O)C(=O)N2CCCn2ccnc2)cc(OC)c1OC (stereo not drawn)	-7.3	-1.0	-0.7	6.3	0.945	0.9	20.6	-1.4
O=C(CN1CCN(C(=O)C2CCCO2)CC1)Nc1ccc(Br)cc1 (stereo not drawn)	5.4	2.3	-2.6	-7.2	1.11	4.8	11.9	-2.3
COc1ccc(CCC(=O)NCc2ccc3c(c2)OCO3)cc1	-13.0	0.2	0.3	-11.4	0.938	14.4	3.3	0.3
CCOc1ccc(NS(=O)(=O)c2ccc(C(=O)NCC3(N(C)C)CCCCC3)cc2)cc1	-5.3	-1.9	0.7	-2.4	0.922	-4.6	9.2	5.1
CC12C(=O)N(c3cccc(OC(=O)c4ccco4)c3)C(=O)C1C1c3ccccc3C2c2ccccc21 (stereo not drawn)	-0.7	-0.6	-0.3	-2.1	1.05	6.0	18.7	3.1

Filtered by structure, the entries above containing a cyano group (two)
SMILES	PfGluPho inh	NR3A LBD binder	SENP1 inh	ATG4B inhibitor	hIAP act	SENP6 inh	SENP8 inh	MPTP inh
N#CCCN1CCN(C(=S)c2ccc(-c3ccc(Cl)cc3)o2)CC1	5.3	-3.1	-7.7	-10.8	1.14	-4.8	6.7	6.0
N#CC(C(=O)NCCc1ccccc1)c1nc2ccccc2nc1N1CCCCC1 (stereo not drawn)	0.8	-0.1	5.2	-0.1	0.722	5.0	-210.9	7.2
